Compound activity as filed in PubChem BioAssay.
TCR act: activates T cell receptor signaling | primary human leukocytes, anti-CD3, IL-2 HTRF, 48 h | Potency, µM (doses to about 9.22 µM), for inactives: top-dose activation of IL-2 secretion, actives largely listed as activators | 330,000 tested, under 10 active; also: % of control where 0% means no effect
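Primary human leukocytes incubated 48 hr with anti-CD3 beads plus compound, without co-stimulation. Secreted IL-2 measured by HTRF (europium cryptate/d2 anti-IL-2 pair, 320 nm excitation, 665 nm emission).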
AT treatment: potential ataxia-telangiectasia treatments restoring KAP-1 phosphorylation; […] A-T fibroblasts, KAP-1 phosphorylation AlphaLISA; neocarzinostatin DNA damage 30 min before lysis; Potency, µM (series often up to 57.5 µM), for inactives: top-dose activation, usual class: activators; 0.19% of 320,000 active; AID 485349; also: potency is read from the fitted curve at half-maximal effect; % of control where 0% means no effect; nearly all actives have a fitted effect of over 45% in size
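hTERT-immortalized A-T patient fibroblasts ([…]), 500 cells/well in OPTI-MEM, 1% FBS, got compounds for 60 min, then NCS for 30 min at 37C. Lysates were then assayed for phospho-KAP-1 by AlphaLISA (anti-pKAP1 donor, anti-KAP1 acceptor beads), 6 hr at 25C.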
TSHR antag: blocks TSH signaling through the human TSH receptor. activity change, negative = inhibition, % at 11.5 µM. P16473. 0.2% of 330,000 active. AID 504810. TSHR-expressing cells, TSH-stimulated cAMP HTRF, 2 h; active compounds read low;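 active = activity change below a set negative limit, meaning inhibition stronger than a set level, cut at about -70% in these data; inconclusive = activity change between two set negative limits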; also: % is scaled to controls: 0 for no effect and ±100 for the full control effect
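Cell-based HTRF cAMP assay; TSHR cells + compound, TSH EC80 (4nM final), 2 h, 37 deg C. Lysis with anti-cAMP cryptate and cAMP-d2, 30 min RT, read 665/620 nm.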
Tb PFK block: inhibitors of T. brucei phosphofructokinase. O15648. T. brucei PFK, ADP-Glo luminescence. Potency, µM (top dose mostly 57.5 µM), for inactives: at the top dose activity, negative = inhibition, most hits filed as inhibitors. 0.17% of 330,000 active. AID 485367;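 also: potency is read from the fitted curve at half-maximal effect; 0% = uninhibited 1x PFK enzyme wells and -100% = no-enzyme wells; nearly all actives have a fitted effect of over 60% in size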
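Activity is normalized to no-enzyme wells (full inhibition) and 1.25 nM enzyme wells (no inhibition). Reaction: 0.5 mM F6P, 0.1 mM ATP, 45 min RT, ADP-Glo luminescence; concentration-response curves fitted and classed by quality.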
hERG WT inh: inhibitors of human wildtype KCNH2 potassium channel; 0.37% of 340,000 active; AID 720551; activity change, % at 1.84 µM; U2OS, BacMam KCNH2, thallium flux FluxOr; active compounds read low; Q12809;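 active = maximum activity change below -70%; inconclusive = maximum activity change between -70% and -50%; inactive = maximum activity change above -50%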; also: % is scaled to controls: 0 for no effect and ±100 for the full control effect
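U2OS cells transduced with wild-type KCNH2 virus are loaded with FluxOr dye for 45 min, and thallium flux is measured in kinetic reads before and after stimulation buffer. Rate constants are normalized to DMSO controls.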
CXXC DNA block: inhibitors of human MLL CXXC domain-DNA interaction. MLL-CXXC / FITC-HOXA9 DNA fluorescence polarization. Potency, µM (titrated, usually from 115 µM), for the others: at the highest dose activity change, negative = inhibition, hits mostly inhibitors. 0.037% of 290,000 active. AID 2662; active = well fitted inhibition curve with a large enough effect in the polarisation, with a control signal flat, not every such curve was filed as active; inconclusive = small, poorly fitted or top-dose-only effect, or effect the other way, or a change in a side signal; inactive = no such curve, though single readings can be large or run the other way; the % refers to the polarisation; also: potency is read from the fitted curve at half-maximal effect
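Purified MLL-CXXC (added from a 7 uM solution) was preincubated 5 min at ambient with pinned compounds in 50 mM Tris-HCl pH 7.5, 50 mM NaCl, 1 mM DTT, 0.05% BSA. Fluorescein-labeled HOX-A9 DNA (50 nM solution) followed, 30 min, then polarization read.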
Giardia killer: Giardia lamblia killing | activity change, % at 7.66 µM, hits read low | 0.15% of 340,000 active | Giardia lamblia trophozoite viability; in the data active = activity change below about -80%; inconclusive = between about -30% and that limit;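 also: parasites exposed to compound for two days anaerobically before the ATP read; % is scaled to controls: 0 for no effect and ±100 for the full control effect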
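Viability, read as ATP luminescence: trophozoites at 100 cells/well, compound added, 48 hrs anaerobic at 37 deg C, then 15-30 min room-temperature development before reading.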
Coupling enz: counter-screen for Giardia aldolase inhibitors: coupling enzyme system | coupling enzyme system counterscreen, AmpLite Red fluorescence | activity change, negative = inhibition, % at 58.2 µM, hits read low | 0.67% of 290,000 active; in the data active = activity change below about -30%; also: % is scaled to controls: 0 for no effect and ±100 for the full control effect
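Counterscreen of the coupled detection system alone, without aldolase: glyceraldehyde-3-phosphate coupling enzymes plus AmpLite Red readout. Compounds at 57.5 uM final, 10 min RT preincubation, 20 min RT reaction, fluorescence 525/598 nm.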
BCR signal inh: inhibitors of chronic active B-cell receptor signaling. ABC-DLBCL IkBa-CBG/CBR reporter, luminescence ratio, 4 h. Potency, µM (highest dose often 46.1 µM), for inactives: at the highest dose ratio change, negative = lower green/red ratio, usual class: inhibitors. 0.05% of 340,000 active; active = well fitted inhibition curve with a large enough effect in the signal ratio, with a control signal flat, not every such curve was filed as active; inconclusive = small, poorly fitted or top-dose-only effect, or effect the other way, or a change in a side signal; the % refers to the signal ratio;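 also: potency is read from the fitted curve at half-maximal effect; plate controls were basal doxycycline-induced cells for no effect and cells given 10 µM MG132 for full effect; MG132 reads +100%, hits lower the ratio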
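Doxycycline induced both beetle luciferases in TMD8 lymphoma cells; IKK-driven degradation limits the IkappaBalpha-fused green signal, while red luminescence normalises for cell number and nonspecific effects. Compounds tested up to 46 uM, 4 hrs.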
GALK inhibitor: galactokinase (human) inhibition. Purified GALK, Kinase-Glo residual ATP luminescence. 0.007% of 270,000 active. P51570. Potency, µM (highest dose often 57.5 µM), without a hit: at the highest dose activity change, negative = inhibition, actives largely listed as inhibitors. AID 1868; also: potency is read from the fitted curve at half-maximal effect; % is scaled to controls: 0 for no effect and ±100 for the full control effect
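Compounds were pin-transferred into ATP buffer (35 uM final), then GALK plus galactose (5 nM, 100 uM final) was added. After 1 h at room temperature, Kinase-Glo Plus was added and luminescence read after 10 min.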
An asterisk follows results filed as active; u = inconclusive; x = no result given; [ ] = remark or other dose. Unless noted, calls follow the shape of the dose curve; as a rule, active = well fitted curve in the direction sought with a large enough effect; inconclusive = small, poorly fitted or top-dose-only effect, or another doubt; inactive = no such curve, though single readings can be large; an effect the other way counts as inactive or inconclusive.

SMILES | TCR act | AT treatment | TSHR antag | Tb PFK block | hERG WT inh | CXXC DNA block | Giardia killer | Coupling enz | BCR signal inh | GALK inhibitor
Cc1ccc2nc(NC(=O)CCCC(=O)O)sc2c1 | -5% | 3% | -7 | -1% | -17 | 15% | -29 | -2 | u | 0%
CC[C@]12c3[nH]c4ccccc4c3CCN1C(=O)C(CC(=O)NCc1ccco1)C[C@@H]2C(=O)N1CCN(C(=O)C2CC2)CC1 (stereo not given in full) | -4% | 19% | -28 | -6% | -9 | x | -3 | x | -2% | x
CCn1c(=N)n(CC(=O)c2cccc(OC)c2)c2ccccc21 | -2% | 16% | 12 | -5% | 14 | 2% | -5 | -2 | 0% | 2%
O=C1CNC(=S)N1Cc1ccccc1 | 4% | -3% | -2 | -1% | 20 | 4% | 28 | 3 | u | 11%
O=C(CNC(=O)c1ccc(Cl)cc1)Nc1ccccc1C(F)(F)F | 1% | 6% | 14 | 2% | -2 | -10% | -21 | 0 | -1% | 8%
CC(Sc1nnc(-c2cccs2)n1Cc1ccccc1)C(=O)NCc1ccc2c(c1)OCO2 (stereo not given) | 1% | x | u | 0% | -2 | -14% | -25 | 5 | u | -1%
CC(C(=O)Nc1ccc(C(F)(F)F)cc1)N(C)CC(=O)N1CCN(Cc2ccccc2)CC1 (stereo not given) | -3%[46.1 µM] | 4% | -4 | 3% | 5 | x | -23 | x | 2% | x
O=C(CC1(CC2=NS(=O)(=O)c3ccccc3N2)CCCC1)NCCc1ccccc1 | -1% | -1% | 6 | -1% | -1 | -14% | 17 | -3 | 6% | x
CC12CCC(=O)N1C(C(=O)OCc1c(Cl)cccc1Cl)CS2 (stereo not given) | -3% | 6% | -9 | 0% | 3 | 15% | u | 3 | -1% | 14%
COc1cc(C(=O)NCCOc2cc(C)cc(C)c2)c(Br)c(OC)c1OC | 4% | 6% | -3 | 1% | 3 | 3% | -15 | -4 | 2% | 0%
COc1cc(OC)cc(C(=O)NCC(=O)OCC(=O)/C=C2/N(C)c3ccccc3C2(C)C)c1 | 1% | -7% | 3 | 3% | -18 | 16% | -14 | 3 | -14% | 0%
CCS(=O)(=O)c1nc(S(=O)(=O)c2ccc(C)cc2)c(N2CCN(CCO)CC2)s1 | 2% | -8% | 28 | 0% | -18 | 20% | 14 | x | -3% | 3%
NC(=O)c1ccc(NC(=O)CS(=O)(=O)c2cn(CC(=O)N3CCCC3)c3ccccc23)cc1 | 2% | 1% | -2 | 2% | -1 | 7% | -20 | 3 | u | -3%
NC(=O)CCN1CCN(S(=O)(=O)/C=C/c2ccccc2)CC1 | 9% | 0% | -9 | 1% | 30 | 5% | 6 | 2 | 1% | 11%
Cc1cc(Oc2ccccc2)nc(OCC#N)n1 | -8% | 11% | 10 | -1% | -8 | -4% | -21 | 10 | 10% | 0%
CN1CCN(c2ccc([N+](=O)[O-])cc2C(=O)N2CCOCC2)CC1 | 1% | 1% | -25 | 0% | 7 | 5% | 5 | x | -4% | -1%
COC(=O)C1=C(C)N(CC(C)C)C(=O)C1 | 0% | 1% | 3 | -2% | 14 | 2% | 5 | -12 | -10% | -1%
O=C(CCNC(=O)C1CCN(S(=O)(=O)c2ccccc2)CC1)Nc1cccc(C(F)(F)F)c1 | 8% | 8% | -4 | -3% | -5 | 9% | -16 | x | 2% | 4%
C=CCn1c(SCC(=O)c2ccc(Br)cc2)nnc1C(C)NC(=O)Cc1ccc(OC)cc1 (stereo not given) | -3% | x | -4 | 2% | -11 | 9% | -6 | 1 | -28% | 5%
CCc1nnc(NC(=O)c2ccc(S(=O)(=O)N3CCCC3)cc2)s1 | 0% | 3% | -3 | 0% | 25 | 5% | -4 | 0 | u | -1%
Cc1cccc(/C=C2\CCC(=C3SCCCS3)C2=O)c1 | 5% | 2% | -14 | -4% | 4 | -3% | u | 0 | -15% | x
CCSc1nc2ccccc2n1CC(N)=O | 5%[46.1 µM] | -2% | 9 | -3% | 10 | -2% | -12 | -1 | 11% | 0%
CCC(=O)NC(=S)Nc1cccc(NC(=O)c2ccco2)c1 | 0% | 2% | -1 | -1% | -1 | 3% | u | 0 | -5% | 0%
CCOC(=O)c1c(CN(CC)CC)oc2cc(Br)c(O)cc12 | 13% | 1% | -11 | 1% | -2 | -8% | 45[activator] | 1 | u | 2%
COc1ccc(-n2ncc(C(=O)N3CCN(c4ccc(F)cc4)CC3)c2C)cc1 | 5% | -16% | -4 | 0% | 2 | -1% | -3 | 3 | 7% | 4%

Going on with the list.
SMILES | TCR act | AT treatment | TSHR antag | Tb PFK block | hERG WT inh | CXXC DNA block | Giardia killer | Coupling enz | BCR signal inh | GALK inhibitor
COc1ccc(-c2ccc(=O)n(Cc3c(F)cccc3Cl)n2)cc1 | 13% | 37% | -15 | 5% | -9 | 13% | 3 | -1 | -4% | -3%
CCOC(=O)c1cnc2c(cnn2C)c1NCc1ccc(OC)cc1 | 1% | 0% | -3 | -1% | 15 | 9% | -18 | 2 | -1% | -1%
O=C(NCc1ccco1)C(=O)NCC1OCCCN1S(=O)(=O)c1ccc(F)cc1 (stereo not given) | -2% | -10% | 20 | 1% | -17 | 1% | 0 | 2 | u | 1%
CCOc1ccc(C(C)=O)cc1CSc1nnc(-c2cccs2)n1CC1CCCO1 (stereo not given) | 3% | 6% | -3 | 1% | 14 | -1% | 9 | 4 | 3% | 1%
N=c1c(C(=O)NCC2CCCO2)cc2c(=O)n3ccccc3nc2n1Cc1ccc(Cl)cc1 (stereo not given) | -2% | -7% | 3 | -10% | -45 | 4% | 2 | x | 1% | 7%
Cc1nn(Cc2c(F)c(F)c(F)c(F)c2F)c(C)c1NC(=O)c1c(-c2ccccc2)nn(-c2ccccc2)c1C | x | -4% | -7 | 0% | -14 | 12% | 11 | -9 | 7% | -1%
CSC1=NCCN1C(=O)COc1ccc2ccccc2c1 | -3% | 0% | -1 | 5% | 4 | -6% | -13 | 0 | u | 2%
Cc1c(Cl)cccc1NC(=O)Cn1cccc1 | 1% | 3% | 5 | 3% | 5 | -2% | -1 | 1 | 1% | -1%
COc1ccc(Cl)cc1NC(=O)CN1CCN(S(=O)(=O)N2CCOCC2)CC1 | 2% | -2% | -8 | 0% | 13 | 4% | 6 | 2 | -9% | 5%
COC(=O)c1ccc(CSc2nc3cc(Cl)ccc3s2)o1 | 6% | 23% | -7 | 2% | 11 | -2% | 10 | -1 | u | 2%
CCCCCCCN1CCC(=O)N([C@H](CO)c2ccccc2)CC1 | -2% | -2% | -1 | 1% | 25 | -7% | 0 | 4 | -8% | x
Cc1ccccc1NC(=O)Cn1nc(C)c2ccccc2c1=O | x | -8% | -4 | -1% | -3 | -8% | 7 | 1 | u | 0%
Cc1cc(OCC(=O)N2CCN(c3ccccc3)CC2)c2c(C)cc(=O)oc2c1 | 9% | 0% | -12 | -1% | 5 | -4% | 16 | 2 | 1% | -1%
Cc1cc(OCC(=O)NCc2ccncc2)c2c(C)cc(=O)oc2c1 | 6% | -1% | -3 | -2% | 4 | 14% | -6 | 1 | 3% | -1%
Cc1cc(NC(=O)CCSc2nc(-c3ccco3)cc(C(F)(F)F)n2)no1 | -1% | 0% | -4 | 1% | 7 | 5% | 16 | 3 | -15% | -3%

Among those listed so far, these contain a thiophene ring, fused or not.
SMILES | TCR act | AT treatment | TSHR antag | Tb PFK block | hERG WT inh | CXXC DNA block | Giardia killer | Coupling enz | BCR signal inh | GALK inhibitor
CC(Sc1nnc(-c2cccs2)n1Cc1ccccc1)C(=O)NCc1ccc2c(c1)OCO2 (stereo not given) | 1% | x | u | 0% | -2 | -14% | -25 | 5 | u | -1%
CCOc1ccc(C(C)=O)cc1CSc1nnc(-c2cccs2)n1CC1CCCO1 (stereo not given) | 3% | 6% | -3 | 1% | 14 | -1% | 9 | 4 | 3% | 1%

Record cards, from the list above:
`COc1ccc(-c2ccc(=O)n(Cc3c(F)cccc3Cl)n2)cc1` is listed with TCR act: 13%; AT treatment: 37%; TSHR antag: -15; Tb PFK block: 5%; hERG WT inh: -9; CXXC DNA block: 13%; Giardia killer: 3; Coupling enz: -1; BCR signal inh: -4%; GALK inhibitor: -3%
`O=C(NCc1ccco1)C(=O)NCC1OCCCN1S(=O)(=O)c1ccc(F)cc1` (stereo not given) is listed with TCR act: -2%; AT treatment: -10%; TSHR antag: 20; Tb PFK block: 1%; hERG WT inh: -17; CXXC DNA block: 1%; Giardia killer: 0; Coupling enz: 2; BCR signal inh: u; GALK inhibitor: 1%
`Cc1cc(OCC(=O)NCc2ccncc2)c2c(C)cc(=O)oc2c1` is listed with TCR act: 6%; AT treatment: -1%; TSHR antag: -3; Tb PFK block: -2%; hERG WT inh: 4; CXXC DNA block: 14%; Giardia killer: -6; Coupling enz: 1; BCR signal inh: 3%; GALK inhibitor: -1%
